# Compound activity as filed in PubChem.
# ADAM17 inh = ADAM17 inhibitors, primary screen, biochemical, QFRET; Disintegrin and metalloproteinase domain-containing protein 17 (Homo sapiens), P78536; recombinant ADAM17, EDANS/DABCYL FRET peptide cleavage; inhibition, % at 6.95 µM; hit rate 0.83% among 370,000;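 active = inhibition above the mean of compounds lying between control limits plus 3 SD, set per campaign, cut at about 8.5% in these data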;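 note: 0% = DMSO-only wells as the low control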
# DAX1 inh-1 = DAX1 (NR0B1) inhibitors, primary screen, cell-based, HEK293, Gal4-DAX1, luciferase luminescence. Nuclear receptor subfamily 0 group B member 1 (Homo sapiens), P51843. HEK293 Gal4-DAX1 luciferase reporter. inhibition, % at 6.75 µM. hit rate 0.99% among 340,000. AID 504766, 2011;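 active = inhibition above the mean over all tested compounds plus 3 SD, cut at about 4.2% in these data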;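 note: 0% = DAX1-transfected cells with DMSO and 100% = empty-vector control cells with DMSO; inhibition shows as a rise in luminescence from relieved DAX1 repression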
# DAX1 inh-2 = DAX1 (NR0B1) inhibitors on StAR promoter, primary screen, cell-based, luminescence, SF-1 (NR5A1), full-length DAX-1. HEK293T StAR-luciferase reporter, SF-1/DAX-1 repression relief. inhibition, % at 6.8 µM. hit rate 1.1% among 370,000. AID 652010, 2013;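 active = inhibition above the mean over all tested compounds plus 3 SD, cut at about 3.6% in these data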;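 note: 0% = DAX-1 cells with DMSO and 100% = cells lacking DAX-1 with DMSO; higher inhibition means more luminescence from relief of DAX-1 repression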
# PLC-beta3 inh = human PLC-beta3 inhibitors, primary screen, biochemical, fluorescence; 1-phosphatidylinositol 4,5-bisphosphate phosphodiesterase beta-3 (Homo sapiens), Q01970; Purified PLC-beta3, fluorogenic substrate; inhibition, % at 12.2 µM; hit rate 0.18% among 370,000; AID 720704, 2013; in the data active = inhibition above about 11%;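 note: 0% = median of compound wells on plate and 100% = full blocker control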
# MBD2 inh = inhibitors of MBD2 binding to methylated DNA, primary screen, biochemical, TR-FRET, DNA-binding domain, human. Methyl-CpG-binding domain protein 2 (Homo sapiens), Q9UBB5. hit rate 0.31% among 370,000. inhibition, % at 4.4 µM. MBD2 binding to methylated oligonucleotide; in the data active = inhibition above about 13%
# hgDAF12 agonist = H. glycines DAF-12 receptor agonists, primary screen, cell-based, luminescence, HEK293, GAL4 fusion, UAS-luciferase | activation, % at 6.8 µM | HEK293 GAL4-hgDAF12 UAS-luciferase reporter, agonist luminescence; normalized to butyrate control | Nuclear hormone receptor DAF-12 (Heterodera glycines), GAL4 fusion | AID 687014, 2013 | hit rate 1.8% among 370,000;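 active = activation above a cutoff set at the mean of all screened compounds plus 3 SD, cut at about 10% in these data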;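 note: 0% = DMSO wells and 100% = sodium butyrate wells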
# ssDAF-12 act = S. stercoralis DAF-12 nuclear receptor activators, primary screen, cell-based, luminescence, HEK293, GRIP1 co-expression, lit1-tk-luc; Nuclear hormone receptor DAF-12 (Strongyloides stercoralis); HEK293 ssDAF-12/GRIP1 lit1-tk-luc reporter; % of 3 µM dafachronic acid response; AID 652126, 2013; activation, % at 6.8 µM; hit rate 1% among 370,000;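 active = activation above the mean over all tested compounds plus 3 SD, cut at about 0.9% in these data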;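 note: 0% = DMSO-only wells and 100% = 3 µM delta7-dafachronic acid wells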
# Rev-erbA mod = modulators of Rev-erb alpha DNA binding, primary screen, biochemical, FITC-DNA, fluorescence polarization, uHTS. activity, % at 10 µM. Rev-erbα–FITC-DNA binding, 90 min. Nuclear receptor subfamily 1 group D member 1 (Homo sapiens), P20393. hit rate 0.79% among 370,000;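 active = activity above about 14%, limit read from the data; passing the limit was not always enough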;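 note: 0% = DMSO wells with 35 nM protein and 100% = DMSO wells with 750 nM protein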
# SMARCA2 act = SMARCA2 (BRM) function activators, primary screen, cell-based, luminescence, high throughput. activation, % at 9.1 µM. hit rate 1% among 370,000. MG213 cells, MMTV-luciferase reporter, dexamethasone, overnight; in the data active = activation above about 7.8%;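 note: 0% = vehicle wells and 100% = reference activator wells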
# PLCg1 inh = PLC-gamma1 enzyme inhibitors, primary screen, biochemical, fluorescence, purified enzyme; fluorogenic substrate; 1-phosphatidylinositol 4,5-bisphosphate phosphodiesterase gamma-1 (Homo sapiens), P19174; hit rate 0.84% among 370,000; inhibition, % at 12.2 µM; in the data active = inhibition above about 9.5%
# Target sequence (P19174 whole entry, looked up): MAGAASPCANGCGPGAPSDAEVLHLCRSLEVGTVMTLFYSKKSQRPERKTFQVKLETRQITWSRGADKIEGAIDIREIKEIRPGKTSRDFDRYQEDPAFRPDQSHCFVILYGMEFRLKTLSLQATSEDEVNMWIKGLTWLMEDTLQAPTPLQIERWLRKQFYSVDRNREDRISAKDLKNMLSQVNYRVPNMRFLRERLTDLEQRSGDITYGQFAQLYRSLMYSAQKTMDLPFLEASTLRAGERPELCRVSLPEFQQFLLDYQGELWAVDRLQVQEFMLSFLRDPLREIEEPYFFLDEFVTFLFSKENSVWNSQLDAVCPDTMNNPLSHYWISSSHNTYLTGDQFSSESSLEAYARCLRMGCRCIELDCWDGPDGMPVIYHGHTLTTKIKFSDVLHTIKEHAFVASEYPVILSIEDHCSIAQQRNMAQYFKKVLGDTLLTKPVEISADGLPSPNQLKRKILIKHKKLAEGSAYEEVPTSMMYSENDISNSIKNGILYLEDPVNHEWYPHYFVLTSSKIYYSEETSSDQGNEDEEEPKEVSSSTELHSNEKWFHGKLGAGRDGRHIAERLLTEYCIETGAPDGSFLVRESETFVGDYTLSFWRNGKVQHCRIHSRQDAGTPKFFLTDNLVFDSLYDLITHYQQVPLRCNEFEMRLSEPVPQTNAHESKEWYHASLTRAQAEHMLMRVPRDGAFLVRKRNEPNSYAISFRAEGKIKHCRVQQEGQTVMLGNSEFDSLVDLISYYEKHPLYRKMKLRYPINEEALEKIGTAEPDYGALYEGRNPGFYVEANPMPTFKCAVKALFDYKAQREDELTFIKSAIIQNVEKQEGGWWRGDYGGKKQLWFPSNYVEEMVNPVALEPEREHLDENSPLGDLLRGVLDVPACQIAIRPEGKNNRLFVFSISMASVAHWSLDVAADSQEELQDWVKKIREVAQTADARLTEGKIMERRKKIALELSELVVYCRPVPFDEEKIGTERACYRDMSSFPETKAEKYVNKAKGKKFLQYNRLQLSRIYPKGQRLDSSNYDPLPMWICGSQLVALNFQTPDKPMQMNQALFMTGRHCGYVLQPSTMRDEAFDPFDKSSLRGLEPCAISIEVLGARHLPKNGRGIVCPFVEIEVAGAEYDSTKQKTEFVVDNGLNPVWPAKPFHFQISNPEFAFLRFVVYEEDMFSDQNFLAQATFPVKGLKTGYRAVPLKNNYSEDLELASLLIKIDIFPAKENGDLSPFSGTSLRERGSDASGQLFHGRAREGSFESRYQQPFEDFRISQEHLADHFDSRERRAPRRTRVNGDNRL
# hcDAF12 agonist = H. contortus DAF-12 nuclear receptor activators, primary screen, cell-based, luminescence, HEK293, lit1-tk-luc reporter; HEK293 hcDAF-12 lit1-tk-luc reporter; 0% DMSO, 100% Δ7-dafachronic acid; activation, % at 6.8 µM; hit rate 1.4% among 370,000;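 active = activation above the mean of all tested compounds plus 3 SD, cut at about 5.5% in these data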;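 note: 100% = response to 3 µM Δ7-dafachronic acid high control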
# * hit, by the source's call; i = inactive; x = no result given. Compounds as they come; any-hit rate near 7.4%.
SMILES,ADAM17 inh,DAX1 inh-1,DAX1 inh-2,PLC-beta3 inh,MBD2 inh,hgDAF12 agonist,ssDAF-12 act,Rev-erbA mod,SMARCA2 act,PLCg1 inh,hcDAF12 agonist
COc1ccc(CCn2nnnc2C(CC(C)C)N2CCN(c3ncccn3)CC2)cc1OC (stereo not drawn),1,0.3,-0.1,3,-2,0.4,-1.0,1,1,4,-1.7
CCCCCCN1C[C@@H](O)[C@H](n2cc(-c3ccc(F)cc3)nn2)C[C@@H]1c1ccc(C)cc1,2,0.3,0.6,6,-10,-0.9,-0.6,-4,4,0,-1.3
O=C(/C=C/c1cccc([N+](=O)[O-])c1)Nc1cc(C(=O)O)cc(C(=O)O)c1,-3,0.0,0.3,0,1,-1.4,-0.7,4,-4,4,-1.1
Cc1cccc(NC(=O)CSCC(=O)Nc2ccc(S(=O)(=O)N3CCCCC3)cc2)c1,-1,-0.3,-1.3,-4,1,1.3,-1.5,0,4,3,-0.2
O=C(Oc1ccccc1)N1CCN(C(=O)c2ccco2)CC1,-2,0.9,0.0,4,-4,-2.7,-0.5,-5,1,2,-0.5
COc1cc(C(=O)OCC(=O)N2CCC(Cc3ccccc3)CC2)cc(OC)c1OC,1,0.4,-1.6,-5,6,0.2,-1.6,4,-4,0,-0.6
CCOC(=O)N1CCN(C(=O)CN(Cc2ccc(Cl)cc2)S(C)(=O)=O)CC1,0,0.5,-0.8,0,-3,-0.8,-1.4,2,0,2,1.2
COCCNc1nc2ccccc2nc1NS(=O)(=O)c1ccc(C)cc1C,-10,-0.2,0.3,-19,2,2.2,-0.9,4,1,-11,0.5
COc1ccccc1NC(=O)C(C)Nc1ccc(C)c(Cl)c1 (stereo not drawn),-3,-0.4,-1.2,-9,3,-0.6,-2.3,1,-5,0,-0.2
O=C(OCC(=O)N1CCCC1)c1cc2c(cc1[N+](=O)[O-])OCCO2,-4,2.0,-1.1,-7,-8,-1.3,-0.7,-4,-2,3,-1.8

# Reprinted at random: two compounds from above.
SMILES,ADAM17 inh,DAX1 inh-1,DAX1 inh-2,PLC-beta3 inh,MBD2 inh,hgDAF12 agonist,ssDAF-12 act,Rev-erbA mod,SMARCA2 act,PLCg1 inh,hcDAF12 agonist
O=C(/C=C/c1cccc([N+](=O)[O-])c1)Nc1cc(C(=O)O)cc(C(=O)O)c1,-3,0.0,0.3,0,1,-1.4,-0.7,4,-4,4,-1.1
COc1ccccc1NC(=O)C(C)Nc1ccc(C)c(Cl)c1 (stereo not drawn),-3,-0.4,-1.2,-9,3,-0.6,-2.3,1,-5,0,-0.2

# Going on with the list.
SMILES,ADAM17 inh,DAX1 inh-1,DAX1 inh-2,PLC-beta3 inh,MBD2 inh,hgDAF12 agonist,ssDAF-12 act,Rev-erbA mod,SMARCA2 act,PLCg1 inh,hcDAF12 agonist
COc1ccc(N(C)S(=O)(=O)c2cccc(C(=O)OCC(=O)c3c(N)n(C)c(=O)n(C)c3=O)c2)cc1,7,-3.6,-1.0,4,-1,0.0,2.5*,1,-4,1,-1.1
CCn1c(SCC(=O)Nc2ccccc2C(=O)OC)nnc1-c1cccc(C)c1,0,0.0,-0.3,-1,-11,-2.5,-2.0,2,-3,2,-2.3
CC(=O)c1c(C)[nH]c(C(=O)OCC(=O)Nc2ccc3c(c2)OCCO3)c1C,-2,-0.1,-3.4,-6,1,-2.7,-1.4,2,-3,-7,-0.5
Cc1ccc(NC(=S)Nc2ccc(-c3nnc4n3CCCCC4)cc2)cc1C,-3,x,-0.1,-4,-3,-2.8,-1.9,-2,-4,3,-1.5
Cc1nn(-c2nc(-c3ccco3)cc(C(F)(F)F)n2)c(C)c1Cl,4,0.0,-0.1,5,-1,1.1,-1.0,15,-2,8,-1.2
O=C(O)CC(NC(=O)C1c2ccccc2Oc2ccccc21)c1ccc(Cl)cc1 (stereo not drawn),-3,1.6,-0.2,2,2,0.3,-1.0,-3,-5,-1,-0.4
O=S(=O)(Nc1cccc(S(=O)(=O)N2CCCCCC2)c1)c1ccc(F)cc1F,-1,0.1,1.0,-2,3,-1.5,-0.6,11,-3,-1,0.9
CC(CCN1CCC(CN2C(=O)C(=O)NC[C@@H]2Cc2ccccc2)CC1)c1ccccc1 (stereo partly drawn),-3,0.4,1.9,2,-1,2.3,-0.8,4,-2,2,-0.1
CC(C)(C)[C@H]1COC(=O)CCCC/C=C\C[C@H](CC(=O)N(CCO)Cc2ccccc2)C(=O)N1,-3,-0.7,1.3,2,-1,0.8,-1.1,4,-4,-2,-2.5
CCOCC(=O)OCC(=O)Nc1cc(OC)c([N+](=O)[O-])cc1C,-1,-0.7,-1.0,-3,-1,2.7,-1.6,0,0,2,2.6
COc1ccc(CCNC(=O)C2CCN(S(=O)(=O)c3ccc(Cl)cc3)CC2)cc1OC,-6,0.3,-1.1,-4,-1,-0.1,-1.1,1,-3,2,-1.2
CCOC(=O)N1CCN(C(=O)C2CC(c3ccc(F)cc3)=NO2)CC1 (stereo not drawn),1,2.6,-0.2,6,-1,-0.1,-1.7,1,7,-1,-2.0
CCc1noc(C)c1C(=O)Nc1ccc(S(=O)(=O)N2CCC(C)CC2)cc1,1,-1.0,-0.3,2,-2,2.3,-1.2,0,-1,-1,-1.6
Cc1ccc(-c2cc(C(=O)O)c3sc(N4CCCCC4)nc3n2)cc1,i,-0.1,0.4,-416,4,2.3,-1.8,0,-3,-358,-0.6
COc1ccc(CC(=O)Nc2cccc(-c3ccc4nnc(C)n4n3)c2)cc1,-6,2.9,-1.0,-8,0,-0.7,-1.3,6,-4,-3,-1.6
Cc1ccc(S(=O)(=O)Cn2nnnc2C(c2ccccc2)N2CCN(c3ccccc3)CC2)cc1 (stereo not drawn),3,2.5,-0.3,9,-4,-0.1,-0.6,4,-4,4,-0.6
NC(=O)Cc1ccc2c(c1)[nH]c1ccccc12,-7,-0.6,-0.8,-8,6,-2.2,-0.9,0,-1,-1,-0.7
COc1ccc(CCNC(=O)COC(=O)c2ccccn2)cc1,2,3.6,-1.6,2,1,0.1,-1.0,-4,6,1,1.4
COc1ccccc1C(=O)N/N=C(\C)c1cccnc1,-2,-0.8,0.3,-4,0,2.7,-0.1,-4,-1,1,4.8
O=C(c1ccc(Cl)cc1)N1CCN(S(=O)(=O)/C=C/c2ccccc2)CC1,5,-0.9,-2.8,0,-2,-2.8,-1.2,-3,-2,0,-0.5
COC(=O)c1ccc(S(=O)(=O)N2CCc3ccccc3C2)cc1,-7,1.5,-0.2,-2,-1,0.3,-1.9,11,-1,-3,0.4
CC1(NC(=O)CC(c2ccccc2)(c2ccccc2)c2ccccc2)CCN(Cc2ccc(-c3ccccc3)cc2)C1=O (stereo not drawn),-2,0.7,0.3,3,-5,-0.5,-0.9,7,1,2,-0.3
CS/C(=N\N(C)C(N)=O)c1ccccc1,-1,1.5,0.1,5,-3,-1.1,-1.5,-3,8.4*,2,-1.8
COc1ccc(N2CCN(CCNC(=O)Nc3ccc(C)cc3Cl)CC2)cc1,1,0.3,0.5,-2,0,-0.2,-1.3,2,-2,2,-0.2
CCOC(=O)c1c(-c2ccccc2Cl)csc1NC(=O)c1cc(S(=O)(=O)N2CCOCC2)ccc1C,-3,-0.7,-0.2,-47,3,-2.4,-1.5,13,-2,-33,-2.8
OC(c1ccccc1)(c1ccccc1)C1CCN(CCCOc2ccccn2)CC1,-3,x,0.2,1,-2,3.6,-1.1,-2,-4,0,-1.0
Cc1ccc(S(=O)(=O)N(C)C)cc1NC(=O)c1n[nH]c(=O)c2ccccc12,-1,-0.1,-1.3,-6,-3,-3.3,-1.8,-8,2,1,-2.6
Cc1nc2c(-c3ccc(Cl)cc3)cnn2c2c1CCC2,-4,-0.2,-0.1,-64,0,3.4,2.1*,4,1,-49,3.1
Cc1ccc(Nc2nnc(SCC(=O)c3ccc(Br)s3)s2)c(C)c1,8.7*,0.9,0.9,2,2,6.6,-0.6,1,-4,1,-1.1
CCN(CC)C(=O)c1cncc(C(=O)N(CC)CC)c1-c1ccccc1,-6,-0.2,0.0,-1,2,1.1,-1.2,-1,-3,-3,-0.7
COc1ccc(CN(C(=O)c2snc(C(N)=O)c2N)C(C(=O)NC2CCCC2)c2ccc(OC)c(OC)c2)cc1 (stereo not drawn),-34,-0.4,0.2,-58,0,0.3,-0.6,0,-1,-42,-1.3
O=C(COC(=O)CCc1c[nH]c2ccccc12)NC1CCS(=O)(=O)C1 (stereo not drawn),-3,2.3,-0.4,-4,0,0.4,-0.8,2,0,0,1.1
COc1ccc(S(=O)(=O)NCCN2CCNC2=O)cc1OC,0,x,-0.5,-5,2,0.6,0.1,-3,1,4,-1.2
N#Cc1cccc(S(=O)(=O)NCC(=O)OCC(=O)NCc2ccccc2)c1,2,0.7,-0.5,-4,7,-1.8,-1.2,-2,3,-3,0.8
Cc1ccc(Cl)cc1NC(=O)Cn1cccc1,-6,1.7,-1.1,3,4,0.2,-0.3,0,-1,1,-1.5
CC(C)(C)C(=O)Nc1cc(C(F)(F)F)ccc1N1CCOCC1,-5,1.0,0.7,0,-3,0.7,-0.5,-2,0,-5,1.7
COc1cc(/C=N/NC(=O)c2ccoc2C)ccc1OCCN1CCCCC1,0,0.8,2.2,-8,1,1.5,-1.1,-3,1,0,0.3
COc1ccc2c(c1)N(C)/C(=C/c1cccc[n+]1C)S2,-2,-1.9,-1.4,-8,-11,-7.7,-2.1,14,-3,-3,-4.3
CS(=O)(=O)Nc1ccc(C(=O)Nc2ccccc2Cl)cc1,-1,x,-0.3,2,2,5.0,-1.2,-3,3,0,-0.1
CCCOc1ccc(Cc2nn3c(=O)/c(=C/c4ccco4)sc3nc2=O)cc1,1,0.3,-0.3,-6,3,0.2,-0.6,-1,-1,-1,-0.5
CC(=O)Nc1cccc(C(=O)OCC(=O)c2ccc3c(c2)OCO3)c1,-2,0.3,14*,-12,3,17*,0.7,-2,1,0,8.3*
NC(=S)C1COc2ccccc2O1 (stereo not drawn),-2,3.4,-0.3,1,-3,-1.5,-0.7,1,-6,5,0.8
CC(C)(CO)Nc1ccc([N+](=O)[O-])cc1[N+](=O)[O-],2,-1.0,-0.6,5,-4,0.3,-1.3,-1,0,5,-2.1
CCOC(=O)N1CCC(NC(=O)CCC(=O)N2CC(C)Oc3ccc(C)cc32)CC1 (stereo not drawn),-3,-1.7,0.2,-1,4,2.2,-1.1,-1,0,0,-1.5
